MT stabilize HCS: microtubule stabilizers in HeLa cells. HeLa tubulin immunostaining HCS, 24 h; share of cells brighter than vehicle mean+2SD. % tubulin-high responders, % at 10 µM. hit rate 0.83% among 200,000. AID 2205;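 active = plate Z-score above 3 for both tubulin-high and condensed-nucleus cell shares, with cell loss under 80%, at 10 µM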;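 also: anti alpha tubulin signal scored within the nucleus-defined area of each cell; some results filed as inactive read as strong as hits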
Autophagy HCS: modulators of autophagy | MEF GFP-LC3 puncta imaging; test concentration mostly 10 µM | calls only at 10 µM (by protocol) | hit rate 0.98% among 190,000;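 active = percentage of spot-positive cells more than 3 SD above its plate mean, without a fluorescence outlier flag or 80% toxicity; inconclusive = no clear call, values can overlap the other calls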;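 also: spot-positive cell cutoff set from DMSO-treated cells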
Yfh1-depleted yeast: enhancers of respiration in Yfh1-depleted yeast, dose response, Friedreich's ataxia, plus single-dose screen (AID 1465); fold induction at 50 µM, or EC50 in µM where a hit was titrated; S. cerevisiae Yfh1-off respiration, WST-1 reduction, 72 h; higher fold induction means a stronger effect; hit rate 0.074% among 220,000;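 active = fold induction of absorbance versus untreated yeast above a set limit, then at least 30% activation at any dose in follow-up; inconclusive = repeats straddling the limit, or above it without dose testing; inactive = fold induction below the set limit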;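 also: activators that raise dye reduction in frataxin-depleted yeast; strong numbers were not always called active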
PMI inhibition: human PMI inhibitors, high substrate, primary screen, biochemical, fluorescence intensity, high mannose 6-phosphate (AID 1220); recombinant PMI enzyme, coupled fluorescence intensity; higher % means a stronger effect; inhibition, % at 20 µM; hits with a dose series show IC50 in µM; hit rate 0.66% among 190,000
Insulin prom up: MIN6 insulin promoter up-regulation | MIN6 insulin promoter-GFP reporter, high-content imaging; active compounds read high | z-score at 5 µM | hit rate 0.3% among 190,000;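 active = z-score above 3 at 5 µM with at least 500 cells counted in the well; inconclusive = wells under 500 cells, flagged as cytotoxic or low count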
Dynein transport: blocks dynein driven cargo transport along microtubules; z-score, hits read low; hit rate 0.47% among 220,000; 3617.4 mouse cells, GR-EGFP nuclear translocation imaging; test concentration mostly 20 µM; stimulated with dexamethasone, 1 µM; active compounds read low;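 active = plate z-score of nuclear minus cytoplasmic receptor signal below a set negative limit, without overly bright fluorescence or cell loss, cut at about -3.5 in these data, passing the limit was not always enough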;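 also: z-score of nuclear minus cytoplasmic ring GR-EGFP intensity difference per well; some compounds called inactive have numbers as strong as hits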
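Schedule: 48 h induction, then 1 h compound, then 30 min agonist, 37 °C. Buffer or medium: tetracycline-free induction medium containing charcoal-stripped FBS. Reagent: 1.0 µM final dexamethasone stimulus. Evaluation: nuclear versus cytoplasmic GR-EGFP signal, averaged per well. Signal: high-content fluorescence imaging after fixation.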
WT yeast gro inh: growth inhibition of WT yeast, mitochondrial fusion screen | inhibition, % at 10 µM | hit rate 2.1% among 190,000 | mitochondrial fusion phenotypic screen, WT strain; in the data active = inhibition above about 58%; tested in S. cerevisiae
bCat nuc transl: alters nuclear translocation of beta-catenin in HeLa cells; AID 1665; hit rate 0.3% among 190,000; nuclear translocation activity, % at 5 µM; immunofluorescence imaging;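 active = nuclear translocation activity above 50% at 5 µM, with a well cell count of 50 or more; inconclusive = wells under 50 cells across six images, flagged as toxic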;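 also: per-cell ratio of nuclear to cytoplasmic median beta-catenin stain intensity; plate controls were DMSO negative control for no effect and GSK-3 inhibitor IX positive control for full effect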
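Test system: HeLa cells, endogenous beta-catenin; Compound: single 5 µM dose plus 0.02–20 µM confirmation series; Times: compound exposure 24 h at 37°C; Signal: fluorescence imaging of beta-catenin antibody stain plus DAPI; Read-out: % activation, nuclear-to-cytoplasmic median beta-catenin signal ratio per cell.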
human PMI inhibition: MPI enzyme activity inhibition – biochemical, fluorescence intensity, coupled assay, primary screen (AID 1209). purified PMI enzyme, coupled fluorescence intensity; higher % means a stronger effect. one-dose inhibition, % at 20 µM; IC50 in µM for titrated hits. hit rate 0.42% among 190,000;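 also: plate controls were DMSO vehicle for no effect and wells lacking substrate for full effect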
WT yeast gro inh mutant strain: recorded beside WT yeast gro inh, whose call it bears; inhibition, %; mitochondrial fusion phenotypic screen, mutant strain inhibition
Dynein transport cytoplasmic EGFP: recorded beside Dynein transport, whose call it bears; z-score; measured here: cytoplasmic GR-EGFP intensity; active compounds read high
Dynein transport nuclear GR-EGFP: recorded beside Dynein transport, whose call it bears; z-score; measured here: nuclear GR-EGFP intensity;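 lower value marks the stronger effect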
Dynein transport cell count: second read-out of Dynein transport, no call of its own (marks repeat the call); z-score; measured here: cell count per field
Insulin prom up cell count: second read-out of Insulin prom up, no call of its own (marks repeat the call); cell count; measured here: cytotoxicity, nuclei count;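 total cells summed across four imaged fields per well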
bCat nuc transl cell count 5 µM: second read-out of bCat nuc transl, no call of its own (marks repeat the call); cell count; measured here: cell count, cytotoxicity flag
MT stabilize HCS Hoechst-high %: also measured in MT stabilize HCS; calls as there; % Hoechst-high responders; measured here: nuclear condensation Hoechst responders;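 share of cells brighter than vehicle mean plus two SD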
MT stabilize HCS cytotoxicity %: further read-out of MT stabilize HCS, marked with its call; toxicity, %; measured here: cytotoxicity by cell density;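 0% = mean cell density of plate MIN control wells and 100% = no cells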
Autophagy HCS cell loss 18 h: recorded beside Autophagy HCS, whose call it bears; toxicity, %; measured here: cell loss, nuclei count;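 cell loss after 18 h compound exposure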
* = called active by the depositor; i = inactive; ? = inconclusive; nt = no result given. Rule as the data show it, unless noted: active = inhibition above about 50%; inactive = the rest. The order is random. Share with any hit: about 5%.

The first 2 entries, ahead of the listing:
SMILES	MT stabilize HCS	MT stabilize HCS Hoechst-high %	MT stabilize HCS cytotoxicity %	Autophagy HCS	Autophagy HCS cell loss 18 h	Yfh1-depleted yeast	PMI inhibition	Insulin prom up	Insulin prom up cell count	Dynein transport	Dynein transport cytoplasmic EGFP	Dynein transport nuclear GR-EGFP	Dynein transport cell count	WT yeast gro inh	WT yeast gro inh mutant strain	bCat nuc transl	bCat nuc transl cell count 5 µM	human PMI inhibition
CC(C)N1CCc2c(sc(N)c2C#N)C1	nt	nt	nt	nt	nt	i	19%	1.2	1190	nt	nt	nt	nt	20	-3	-4.4	906	-4%
COc1ccccc1CNCC(=O)Nc1cc(S(=O)(=O)N2CCCCCC2)ccc1Cl	nt	nt	nt	nt	nt	i	nt	-0.28	1439	-0.74	-0.28	-0.4	0.53	nt	nt	1.4	1027	nt

Main list, repeating the preview:
SMILES	MT stabilize HCS	MT stabilize HCS Hoechst-high %	MT stabilize HCS cytotoxicity %	Autophagy HCS	Autophagy HCS cell loss 18 h	Yfh1-depleted yeast	PMI inhibition	Insulin prom up	Insulin prom up cell count	Dynein transport	Dynein transport cytoplasmic EGFP	Dynein transport nuclear GR-EGFP	Dynein transport cell count	WT yeast gro inh	WT yeast gro inh mutant strain	bCat nuc transl	bCat nuc transl cell count 5 µM	human PMI inhibition
CC(C)N1CCc2c(sc(N)c2C#N)C1	nt	nt	nt	nt	nt	i	19%	1.2	1190	nt	nt	nt	nt	20	-3	-4.4	906	-4%
COc1ccccc1CNCC(=O)Nc1cc(S(=O)(=O)N2CCCCCC2)ccc1Cl	nt	nt	nt	nt	nt	i	nt	-0.28	1439	-0.74	-0.28	-0.4	0.53	nt	nt	1.4	1027	nt
COc1ccccc1C1NC(=O)CS1 (stereo unspecified)	4.7	4.0	9.5	i	12	i	-9%	0.36	985	1.4	-0.21	1.3	-1.8	-21	-9	-6.1	898	-9%
O=c1c2c(nc3cc(-c4ccc(Cl)cc4)[nH]n13)CCS2	3.7	1.5	0.6	i	4	i	1%	0.22	1235	-0.028	-0.14	-0.23	-0.52	11	5	-0.7	952	5%
Cc1csc(NC(=O)CSc2nnc(-c3ccoc3C)o2)n1	4.1	2.7	8.8	i	-7	i	15%	0.76	1668	1.8	-0.089	1.5	-1.8	-5	-7	-1.6	1099	16%
Cn1cnnc1SCC(=O)Nc1cccc(S(=O)(=O)N2CCCCCC2)c1	6.5	1.9	6.4	i	14	i	8%	0.41	1621	0.44	-0.24	0.11	-0.16	13	14	-0.8	1159	-10%
CCN(CC)S(=O)(=O)c1ccc(C(=O)NNc2nc(-c3ccccc3)c3cc(Br)ccc3n2)cc1	6.1	1.0	9.3	i	-13	i	-1%	-0.13	2264	0.65	-0.23	0.4	-0.25	12	11	-0.2	910	12%
COc1cc(/C=C/C(=O)NC(C)(C)C)ccc1OCc1ccccc1	2.4	4.4	5.6	i	-3	i	5%	-0.2	1378	-0.11	-0.29	-0.37	0.45	8	14	-0.9	1009	8%
OC(CN1CCN(c2ccccc2)CC1)c1ccc2c(c1)CCN2 (stereo unspecified)	4.3	1.7	6.9	nt	nt	i	-6%	-0.11	1077	0.73	-0.064	0.63	-1	8	1	-1.5	1087	-4%
Cc1ccc(NC(=O)NC(=O)CN2C(=O)NC3(CCc4ccccc43)C2=O)c(C)c1 (stereo unspecified)	7.2	5.1	7.2	i	1	i	10%	nt	nt	1.5	-0.2	0.93	-1.2	1	-20	-3.0	1000	18%
COc1ccccc1C(=O)Nc1ccc2c(c1)nc1n2CCSC1	5.7	2.4	3.0	i	10	i	28%	0.19	1064	0.71	0.046	0.78	0.33	17	24	-0.8	764	11%
COc1ccc(/C=N/NC(=O)COc2cccc3ccccc23)c(C(=O)O)c1OC	5.1	2.1	7.0	i	9	i	19%	2.5	1379	0.29	-0.22	0.67	-0.11	-2	-6	-2.2	1061	4%
O=[N+]([O-])c1ccc(OCC(O)CN2CCN(c3ccccc3F)CC2)cc1 (stereo unspecified)	2.3	1.4	5.4	i	10	i	-3%	nt	nt	-0.67	-0.32	-0.55	1	-14	10	-2.5	957	2%
CC(C)N1CCc2c(sc(NC(=O)c3ccc(S(=O)(=O)N4CCOCC4)cc3)c2C(N)=O)C1	1.9	1.8	5.9	i	6	i	2%	1.5	1244	0.19	0.48	0.34	0.45	12	2	-5.0	1182	-1%
COc1ccc(C(=O)NC(=S)NNC(=O)CNC(=O)C2CCCCC2)cc1	1.6	2.0	8.2	i	4	i	5%	-0.27	1381	0.91	-0.19	-0.15	-1.4	-8	-21	-1.5	1111	23%
Cc1ccc(Nc2c(-c3ccc(N4CCOCC4)cc3)nc3cnccn23)cc1	nt	nt	nt	nt	nt	i	nt	-1.3	1063	-0.76	-0.23	-0.038	0.55	nt	nt	-0.3	1285	nt
CC(C)c1ccc(NC(=O)c2snc3ccc(Cl)cc23)cc1	21	11	26	i	4	i	22%	0	1428	0.38	-0.18	0.31	-0.68	23	3	-0.1	1093	30%
COc1ccc(N=C(NN)c2ccc3ccccc3n2)cc1	0.9	3.7	11	i	2	i	-134%	0.06	1305	1	-0.26	0.56	-0.58	23	12	0.6	968	-75%
COc1ccc(NC(=O)c2cnn3c(C(F)(F)F)cc(-c4ccco4)nc23)cc1OC	4.9	3.4	9.6	i	19	i	-3%	-0.8	1277	-0.88	0.24	-0.23	1.3	20	-7	-3.2	970	6%
Cc1nonc1OCCn1nnnc1N	4.4	2.5	5.1	i	-4	i	-2%	0.91	1569	0.16	-0.19	0.053	1	-9	-15	-8.7	1012	-18%
OCCN(CCO)CC(O)COc1ccc(C23CC4CC(CC(C4)C2)C3)cc1 (stereo unspecified)	2.2	1.8	3.4	i	10	i	1%	-0.14	1072	2.6	-0.2	1.1	-0.13	95*	26*	-0.3	512	-3%
Cn1c(N)c(C(=O)COC(=O)CCC(=O)c2cccs2)c(=O)n(C)c1=O	1.3	1.7	6.6	i	-20	i	1%	0.37	1186	-0.86	0.46	-0.34	1.5	8	-5	-4.7	946	-5%
COc1c(C)cc(Br)cc1C(=O)Nc1ccccc1C	3.3	1.8	7.6	i	-7	i	0%	0.17	1564	-0.49	-0.34	-0.18	0.24	-22	-9	-0.1	1513	7%
Cc1nn(Cc2ccccc2Cl)c(C)c1C(=O)NCc1ccco1	3.2	2.5	4.9	i	22	nt	2%	nt	nt	-0.72	-0.41	-0.24	0.37	4	14	-6.2	1135	7%
CC1SCC(NC(=O)c2ccc(Cl)cc2)CS1 (stereo unspecified)	nt	nt	nt	nt	nt	i	nt	0.54	1101	2	0.12	0.95	-0.71	nt	nt	-0.5	1244	nt
C1=C(c2ccccc2)Nc2nnnn2C1c1cccs1 (stereo unspecified)	2.3	1.6	6.7	i	9	i	6%	0.39	1444	-0.011	-0.13	0.19	0.11	-22	-15	2.4	1403	3%
CC1CCN(CCc2nc3cc(NC(=O)NC4CCCCC4)ccc3n2C)CC1	3.1	1.5	4.8	i	-5	i	-2%	0.36	1266	1.3	0.11	1.2	-1.6	4	-4	-3.6	1383	-2%
COC(=O)c1ccccc1NC(=O)CN1CCN(C23CC4CC(CC(C4)C2)C3)CC1	4.2	2.6	3.1	i	-2	i	4%	-1.3	842	0.66	0.62	1.2	-3.4	2	-11	-0.4	1154	3%
COc1cccc(NC(=O)CCP(C)(=O)O)c1	3.3	0.9	5.8	i	1	i	-5%	1.4	991	0.15	1.1	0.087	-0.12	-6	4	-3.3	723	-4%
COc1cccc(/C=C2\SC(=O)N(CCC(=O)NNC(=O)c3ccccc3Cl)C2=O)c1	5.6	1.7	1.0	i	24	i	-1%	-0.2	1475	1	-0.21	0.83	-1.3	-2	16	-1.3	1083	5%
c1ccc(C(c2ccccc2)c2noc(CN3CCN(C4CCCC4)CC3)n2)cc1	4.3	2.6	6.6	i	0	i	-2%	0.02	1431	0.099	-0.32	-0.12	0.55	4	2	1.4	1043	3%
CCOc1ccc(NC(=O)c2ccncc2)cc1	4.3	1.9	7.5	i	-2	i	9%	0.07	1154	0.74	-0.18	0.57	-1.7	-3	-5	-1.4	1152	11%
O=C(CCSc1ccccc1)Nc1nc2c(s1)CCCC2	1.4	1.4	7.3	i	30	i	14%	0.53	669	0.02	-0.049	0.069	1	12	14	3.1	1034	20%
O=C(Cc1cccc2ccccc12)Nc1ccc(-c2cc3ccccc3oc2=O)cc1	2.0	2.6	8.5	i	72	?	10%	-0.31	1872	-0.45	-0.23	-0.53	1.6	10	-6	-2.3	1104	3%
O=C1CN(CC(=O)N2CCCCC2)c2ccccc2O1	1.4	1.2	4.5	nt	nt	i	52%*	-0.27	1482	-0.18	-0.19	0.23	0.004	-8	-7	2.5	1417	17%
CCOc1ccc(OCCSc2nc3ccccc3o2)cc1	3.2	2.6	6.7	i	21	i	1%	1.1	864	-0.68	-0.15	-0.46	2.2	-9	0	-1.8	1106	0%
COc1ccc(N(C(=O)c2cccnc2)S(=O)(=O)c2ccc3c4c(cccc24)C(=O)N3C)cc1	2.1	2.3	1.5	i	8	i	2%	0.23	2337	-0.48	-0.16	0.69	0.12	9	-8	-1.7	983	9%
Cc1c(C(=O)N/N=C/c2cccs2)nc2ccccn12	3.5	2.6	6.6	i	9	i	5%	0.11	1511	-0.29	-0.27	-0.29	0.54	-2	4	1.4	1008	-4%
CC(=O)Nc1cc(-c2nn3c(C)nnc3s2)ccc1C	4.8	2.9	9.9	i	3	i	13%	1.7	821	-0.85	-0.23	-0.37	0.25	5	-1	nt	nt	11%

Screening data as filed in PubChem BioAssay.
